High-throughput results as filed in PubChem.
Rpn11 block – Rpn11 (PSMD14) deubiquitinase inhibitors, primary screen, biochemical, fluorescence polarization, uHTS | calls only at 20 µM | AID 588493, 2011 | human 26S proteasome, Ub4-pepOG fluorescence polarization; 20S core pre-blocked with epoxomicin | 360,000 tested, 0.59% active | 26S proteasome non-ATPase regulatory subunit 14 (Homo sapiens), O00487;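 active means inhibition at 20 µM, scaled to each plate's controls, above about 33%, limit read from the data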
CSN deneddyl inh – inhibitors of CSN-mediated cullin deneddylation, primary screen, biochemical, fluorescence polarization, uHTS; COP9 signalosome complex subunit 5 (Homo sapiens), Q92905; Purified CSN, SCF-Nedd8-OG deneddylation; inhibition, % at 12.5 µM; 360,000 tested, 0.38% active; AID 651999, 2013;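 active means pattern-corrected inhibition above about 35%, with an unprinted fluorescence ratio check between 0.5 and 1.5, limit read from the data, passing the limit was not always enough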;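 further: 0% = enzyme with substrate and 100% = substrate without enzyme; some results filed as inactive read as strong as hits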
Target sequence (Q92905 whole entry, looked up, one chain of several): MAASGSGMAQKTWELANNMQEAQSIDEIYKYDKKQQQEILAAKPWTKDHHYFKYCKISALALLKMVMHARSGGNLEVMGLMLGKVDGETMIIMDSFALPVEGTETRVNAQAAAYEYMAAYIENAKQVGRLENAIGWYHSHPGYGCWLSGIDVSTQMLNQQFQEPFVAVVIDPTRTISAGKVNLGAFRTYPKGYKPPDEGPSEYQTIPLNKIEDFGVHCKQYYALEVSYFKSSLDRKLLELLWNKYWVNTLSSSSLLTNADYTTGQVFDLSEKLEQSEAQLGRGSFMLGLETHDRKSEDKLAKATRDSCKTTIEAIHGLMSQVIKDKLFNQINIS
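test system = HEK293T-derived human Csn5 enzyme | amount = 0.24 nM Csn5 enzyme, final concentration | medium = Tris/NaCl/DTT buffer, pH 7.5 | schedule = 90 min reaction at room temperature | signal = FP | evaluation = inhibition of Csn5 cleavage, % | compound dosing = single dose of 12.5 µM compound with 0.25% DMSO | probe or stimulus = 10 nM SCFSkp2-Nedd8OG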
Neddyl block – inhibitors of cullin neddylation, primary screen, biochemical, TR-FRET, uHTS, NAE and Ubc12 | NEDD8-conjugating enzyme Ubc12 (Homo sapiens) + NEDD8-activating enzyme E1 regulatory … | calls only at 25 µM | 360,000 tested, 0.58% active | AID 651699, 2012; in the data active means inhibition above about 36%
Target sequence (P61081 whole entry, looked up): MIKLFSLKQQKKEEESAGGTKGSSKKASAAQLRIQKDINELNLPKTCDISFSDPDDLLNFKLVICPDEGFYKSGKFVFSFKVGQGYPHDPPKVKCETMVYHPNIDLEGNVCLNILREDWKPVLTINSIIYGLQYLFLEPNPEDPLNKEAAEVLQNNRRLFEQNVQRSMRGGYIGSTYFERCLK
Target sequence (Q13564 whole entry, looked up): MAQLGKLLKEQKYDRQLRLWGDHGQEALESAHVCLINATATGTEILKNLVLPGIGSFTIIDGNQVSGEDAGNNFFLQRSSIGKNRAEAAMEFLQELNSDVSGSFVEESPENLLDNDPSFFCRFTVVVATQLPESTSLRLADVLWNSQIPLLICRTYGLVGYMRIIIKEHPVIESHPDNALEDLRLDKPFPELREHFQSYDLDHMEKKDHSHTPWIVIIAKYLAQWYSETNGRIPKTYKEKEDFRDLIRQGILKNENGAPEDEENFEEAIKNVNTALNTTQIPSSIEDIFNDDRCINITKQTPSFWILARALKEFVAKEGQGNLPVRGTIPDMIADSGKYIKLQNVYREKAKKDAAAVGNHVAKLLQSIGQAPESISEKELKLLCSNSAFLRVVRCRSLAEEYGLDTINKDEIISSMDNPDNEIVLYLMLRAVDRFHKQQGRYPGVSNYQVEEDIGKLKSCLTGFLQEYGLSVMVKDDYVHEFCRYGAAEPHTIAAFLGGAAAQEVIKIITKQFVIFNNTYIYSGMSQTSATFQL
FAS-TE inh – FAS thioesterase domain inhibitors, primary screen, biochemical, fluorescence intensity, uHTS. AID 602261, 2012. recombinant FAS-TE, OMFH fluorogenic substrate, fluorescence endpoint. 360,000 tested, 0.67% active. Fatty acid synthase (Homo sapiens), P49327. inhibition, % at 15 µM;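 active means compounds whose normalised, plate-corrected inhibition of enzyme fluorescence in the single-dose primary screen is 50% or more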;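 further: 0% = DMSO with enzyme and 100% = substrate without enzyme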
NadD inh – inhibitors of S. aureus NadD, primary screen, biochemical, colorimetric, uHTS; Nicotinate-nucleotide adenylyltransferase NadD (Staphylococcus aureus N315); purified NadD enzyme, colorimetric absorbance read-out; inhibition, % at 20 µM; 360,000 tested, 0.78% active; in the data active means inhibition above about 26%; further: some compounds past the cut are filed as inactive
PABP1 MLLE inh – inhibitors of PABP1 MLLE–PAM2 peptide binding, primary screen, biochemical, fluorescence polarization, FITC-PAM2, GST-MLLE; inhibition, % at 20 µM; 360,000 tested, 0.36% active; AID 588489, 2011; in the data active means inhibition above about 35%, passing the limit was not always enough;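 further: plate controls were DMSO wells with GST-MLLE for no effect and wells lacking GST-MLLE protein for full effect; some results filed as inactive read as strong as hits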
MT1-MMP act inh – blockers of MT1-MMP proenzyme processing, primary screen, HT1080 RFP-PRO-GFP cells, GFP/RFP fluorescence. 360,000 tested, 0.061% active. GFP/RFP ratio fluorescence, overnight; percent of plate control window, DMSO zero. GFP/RFP ratio change, % at 20 µM;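 active means GFP/RFP ratio change of at least 30% with cell ATP level not reduced by more than half and red fluorescence within 50% of control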; further: strong numbers were not always called active
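Assay system – RFP-PRO-GFP reporter HT1080 cells · Compound dosing – single dose of 20 µM compound, 1% DMSO final · Incubation – overnight compound exposure at 37 °C · Measure – GFP/RFP fluorescence ratio · Benchmarks – DMSO wells and RFP-L50D-GFP cells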
SKN-1 inh – suppressors of acrylamide-induced Pgst-4::GFP reporter in worms, primary screen, SKN-1 inhibitor project, whole organism, uHTS, GFP/RFP fluorescence ratio, strain VP596; C. elegans VP596 Pgst-4::GFP/RFP ratio, 24 h; inhibition, % at 21.8 µM; 360,000 tested, 0.49% active; AID 624304, 2012;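 active means interference check ratio from 0.5 to 1.5 plus GFP to RFP signal ratio inhibition reaching or exceeding a fixed threshold, cut at about 30% in these data, passing the limit was not always enough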; further: some compounds called inactive have numbers as strong as hits
Rin1-Abl PPI inh – inhibitors of Rin1-Abl protein binding, primary screen, biochemical, TR-FRET | inhibition, % at 7.35 µM | 360,000 tested, 0.4% active; in the data active means inhibition above about 5%, passing the limit was not always enough
Numbers without * were called inactive; i = inactive; x = not tested or not shown. Random draw from the library. About 3.9% of those tested had a hit in this group.

1: COCCOc1nc2c(c(=O)n(C)c(=O)n2C)n1CCc1ccccc1
2: O=C(CNC(=O)c1cc2c(n(-c3ccccc3)c1=O)CCCC2=O)c1ccccc1
3: CCCCN(CCCC)CCNC(=O)c1cn(CC)c2ccc(S(=O)(=O)N3CCCC3)cc2c1=O
4: O=C(Cn1nc(-c2ccccc2)oc1=O)OCC(=O)c1ccc(F)c(F)c1
5: Cc1ccc(CN2CCN(/N=C/c3ccc(C)s3)CC2)c(C)c1

screen / no.,1,2,3,4,5
Rpn11 block,i,i,i,i,i
CSN deneddyl inh,2,0,-2,-4,-1
Neddyl block,i,i,i,i,i
FAS-TE inh,-5,-4,-9,-6,24
NadD inh,-10,-4,-2,-2,1
PABP1 MLLE inh,-10,-6,10,19,-2
MT1-MMP act inh,2,0,-7,6,-5
SKN-1 inh,5,-1,-2,4,-7
Rin1-Abl PPI inh,-3,2,1,2,-5

6: O=C(NC(=S)Nc1nc2c(s1)CSc1ccccc1-2)c1ccccc1
7: O=C(COc1ccccc1[N+](=O)[O-])NCC1(N2CCOCC2)CCCCC1
8: CC(C)(C)C1CCc2c(sc3ncn(N)c(=N)c23)C1 (configuration not stated)
9: CCN(CC)CCCOc1ccc(C)cc1Br
10: CC(=O)c1ccccc1NC(=O)COC(=O)c1cc(C)oc1C

screen / no.,6,7,8,9,10
Rpn11 block,i,i,i,i,i
CSN deneddyl inh,6,0,-4,-1,-2
Neddyl block,i,i,i,i,i
FAS-TE inh,-3,-2,-1,-12,-7
NadD inh,1,-2,-14,-7,-5
PABP1 MLLE inh,23,3,-10,11,-6
MT1-MMP act inh,-4,3,3,-4,0
SKN-1 inh,14,7,-2,-8,16
Rin1-Abl PPI inh,0,4,0,-1,-2

11: Cc1sc(-c2ccncc2)nc1OC(=O)c1ccc(Cl)cc1
12: COC(=O)CSc1nnc(-c2c[nH]c3ccccc23)o1
13: CCOc1ccc(S(=O)(=O)N2CCCCC2)cc1NC(=O)c1ccccc1
14: CC(NC(=O)Cc1ccccc1)c1ccccc1 (configuration not stated)
15: O=C(NC(=S)Nc1ccccn1)c1ccc(-c2ccccc2)cc1

screen / no.,11,12,13,14,15
Rpn11 block,i,i,i,i,i
CSN deneddyl inh,0,-3,-2,1,2
Neddyl block,i,i,i,i,i
FAS-TE inh,9,-7,19,-4,24
NadD inh,3,-5,-5,8,4
PABP1 MLLE inh,-1,-2,3,2,25
MT1-MMP act inh,-18,0,4,-1,-1
SKN-1 inh,10,-3,-18,-4,-5
Rin1-Abl PPI inh,1,-1,0,-1,3

16: Clc1ccccc1-c1nc(-c2ccccc2)n[nH]1
17: COc1cccc(C(C(=O)NC(C)(C)C)N(CCC(C)C)C(=O)CCC(=O)Nc2cc(C)on2)c1OC (configuration not stated)
18: O=C(NCCc1ccccc1)C1CCN(S(=O)(=O)c2ccc(-n3cnnn3)cc2)CC1
19: COc1ccccc1C(=O)NC(=O)COC(=O)c1ccc(Cl)nc1
20: CCC(C)NC(=O)C1c2ccccc2C(=O)N1Cc1ccccc1 (configuration not stated)

screen / no.,16,17,18,19,20
Rpn11 block,i,i,i,i,i
CSN deneddyl inh,7,10,4,3,5
Neddyl block,i,i,i,i,i
FAS-TE inh,-7,-2,6,-1,-6
NadD inh,0,-7,0,-1,-8
PABP1 MLLE inh,-6,1,-14,7,-4
MT1-MMP act inh,-2,-2,-1,0,3
SKN-1 inh,1,-2,1,-9,7
Rin1-Abl PPI inh,-3,3,-2,0,-3

21: O=C1c2cnc3nc(SCc4cccc(Cl)c4)nn3c2CC2c3ccccc3CCN12 (configuration not stated)
22: COc1cccc(CNC(=O)CCNC(=O)N2CCn3c2nc2ccccc23)c1
23: Cc1ccc(C(=O)OCC(=O)NC2CC2)s1
24: Cc1cc(C)n(-c2ccc(NC(=O)C3CCCCN3C(=O)c3ccc(C)s3)cc2)n1 (configuration not stated)
25: CCc1ccc(OCCCC(=O)Nc2cccc(C(=O)O)c2)cc1

screen / no.,21,22,23,24,25
Rpn11 block,i,i,i,i,i
CSN deneddyl inh,3,1,1,7,0
Neddyl block,i,i,i,i,i
FAS-TE inh,29,0,-3,2,-6
NadD inh,24,5,1,-3,-4
PABP1 MLLE inh,-3,15,-5,2,0
MT1-MMP act inh,-8,5,-1,-1,4
SKN-1 inh,24,8,21,-7,3
Rin1-Abl PPI inh,-1,2,4,1,-5

26: COCCN(C(=O)c1csnn1)C(C(=O)NC1CCCC1)c1ccccc1F (configuration not stated)
27: O=C(C1=C(O)C(=O)N(CC2CCCO2)C1c1ccccc1F)c1ccco1 (configuration not stated)
28: COc1ccc2cc(Br)ccc2c1CC(=O)NCCCN1CCOCC1
29: O=C(Nc1nccs1)c1cccc(NC(=O)c2ccco2)c1
30: C[C@H](NC(=O)[C@@H]1CCCN1C(=O)[C@@H]1CCCN1C(=O)c1cccs1)c1ccccc1

screen / no.,26,27,28,29,30
Rpn11 block,i,i,i,i,x
CSN deneddyl inh,2,1,2,-8,1
Neddyl block,i,i,i,i,i
FAS-TE inh,-6,-5,-6,-8,-4
NadD inh,-2,4,-8,-4,3
PABP1 MLLE inh,14,1,1,2,x
MT1-MMP act inh,1,2,8,1,4
SKN-1 inh,17,6,-4,-15,6
Rin1-Abl PPI inh,0,-5,-11,0,x

31: CCOC(=O)[C@@H](NC(=O)/C=C/[C@H]1O[C@@H](n2cc(C)c(=O)[nH]c2=O)C[C@@H]1O)C(C)C
32: O=C(Nc1ccc(S(=O)(=O)NCc2ccccc2)cc1)c1ccc(Br)o1
33: CCc1cc(C(=O)N/N=C/c2ccc(OC)cc2)c2ccccc2n1
34: CCOC(=O)C1=C(CC)Nc2ccccc2N=C1NC(=O)c1ccc(S(=O)(=O)N2CCCC2)cc1
35: O=C(Nc1cc([N+](=O)[O-])ccc1F)c1cccs1

screen / no.,31,32,33,34,35
Rpn11 block,i,i,i,i,i
CSN deneddyl inh,4,-2,5,3,-19
Neddyl block,i,i,i,i,i
FAS-TE inh,-8,6,-4,14,4
NadD inh,-1,-6,-5,2,0
PABP1 MLLE inh,5,5,1,-14,10
MT1-MMP act inh,1,1,-7,-4,-4
SKN-1 inh,6,-11,0,-7,7
Rin1-Abl PPI inh,1,-1,3,-6,1

36: CCCC1NC(=O)NC(C)=C1C(=O)OCC (configuration not stated)
37: Cc1ccc(OCC(=O)N2c3ccccc3CC2C)c([N+](=O)[O-])n1 (configuration not stated)
38: CCC(=O)Nc1sc2c(c1C(=O)OC)CCN(Cc1ccccc1)C2
39: COC(=O)c1cc(NC(=O)c2ccc(F)cc2)cc(C(=O)OC)c1
40: CCOc1nc2ccccc2cc1/C=C/C(=O)O

screen / no.,36,37,38,39,40
Rpn11 block,i,i,i,i,i
CSN deneddyl inh,3,3,-1,-6,5
Neddyl block,i,i,i,i,i
FAS-TE inh,-4,-2,-2,2,-4
NadD inh,-5,3,-2,-8,-10
PABP1 MLLE inh,0,1,5,10,-18
MT1-MMP act inh,4,6,3,1,-2
SKN-1 inh,2,-4,2,10,16
Rin1-Abl PPI inh,-1,2,0,2,-1

41: Cc1cc(/C=N/n2cnnc2)c(C)n1-c1ccccc1
42: Cc1ccsc1/C=N/NC(=O)c1sccc1C
43: Cc1c(C)c([N+](=O)[O-])c(C)c(C)c1N
44: CN1CCN(C2Cc3cc(Cl)ccc3Sc3cc(F)ccc32)CC1 (configuration not stated)
45: CC(C)=CCn1c2ccc(NC(=O)Nc3ccc(N(C)C)cc3)cc2c(=O)n1C

screen / no.,41,42,43,44,45
Rpn11 block,i,i,i,i,i
CSN deneddyl inh,3,5,-4,-2,-6
Neddyl block,i,i,i,i,i
FAS-TE inh,-10,2,0,14,-6
NadD inh,-5,-2,-3,-8,2
PABP1 MLLE inh,-8,1,-11,18,14
MT1-MMP act inh,0,0,2,-8,3
SKN-1 inh,9,16,21,-9,7
Rin1-Abl PPI inh,3,3,3,0,0

Among those listed so far, these contain an aryl thioether with sulfur outside any ring:
12: COC(=O)CSc1nnc(-c2c[nH]c3ccccc23)o1
21: O=C1c2cnc3nc(SCc4cccc(Cl)c4)nn3c2CC2c3ccccc3CCN12 (configuration not stated)

screen / no.,12,21
Rpn11 block,i,i
CSN deneddyl inh,-3,3
Neddyl block,i,i
FAS-TE inh,-7,29
NadD inh,-5,24
PABP1 MLLE inh,-2,-3
MT1-MMP act inh,0,-8
SKN-1 inh,-3,24
Rin1-Abl PPI inh,-1,-1

Of the compounds above, two have a tert-butyl group:
8: CC(C)(C)C1CCc2c(sc3ncn(N)c(=N)c23)C1 (configuration not stated)
17: COc1cccc(C(C(=O)NC(C)(C)C)N(CCC(C)C)C(=O)CCC(=O)Nc2cc(C)on2)c1OC (configuration not stated)

screen / no.,8,17
Rpn11 block,i,i
CSN deneddyl inh,-4,10
Neddyl block,i,i
FAS-TE inh,-1,-2
NadD inh,-14,-7
PABP1 MLLE inh,-10,1
MT1-MMP act inh,3,-2
SKN-1 inh,-2,-2
Rin1-Abl PPI inh,0,3

(list continues)
46: CN(C)C(=O)COC(=O)c1ccccc1NC(=O)c1ccco1
47: NC(=O)c1ccsc1NC(=O)CN1C(=O)C2CC=CCC2C1=O (configuration not stated)
48: COc1ccc(NS(=O)(=O)c2ccc(N3CC(O)=C(c4ccccc4)C3=N)cc2)cc1
49: CCNc1ccc(S(=O)(=O)NCCN(C)C)cc1[N+](=O)[O-]
50: COc1cc(/C=C2\C(=O)N(c3ccc(NC(C)=O)cc3)N=C2c2ccccc2)ccc1O

screen / no.,46,47,48,49,50
Rpn11 block,i,i,i,i,i
CSN deneddyl inh,2,2,3,-3,6
Neddyl block,i,i,i,i,i
FAS-TE inh,-1,-2,1,-5,-2
NadD inh,4,-4,-3,-10,16
PABP1 MLLE inh,-1,-16,-23,4,-70
MT1-MMP act inh,-1,-3,1,2,6
SKN-1 inh,5,-15,-2,-19,12
Rin1-Abl PPI inh,-2,2,-3,-4,0

51: COc1ccc(C2NC(=O)C(C)S2)cc1 (configuration not stated)
52: O=S(NCc1ccccc1)C12CC3CC(CC(C3)C1)C2 (configuration not stated)
53: CC(C)CN(C(=O)COC(=O)c1ccc(-c2ccccc2)cc1)C1CCS(=O)(=O)C1 (configuration not stated)
54: COc1ccc(C(=O)Cn2ccsc2=NC(C)=O)cc1
55: COc1ccc(-n2ccnc(SCC(=O)NC3CCCC3)c2=O)cc1
56: O=c1[nH]c2c(s1)C=Nc1ccccc1N2

screen / no.,51,52,53,54,55,56
Rpn11 block,i,i,i,i,i,i
CSN deneddyl inh,4,3,0,-3,0,-62
Neddyl block,i,i,i,i,i,i
FAS-TE inh,-9,0,16,-1,-9,-46
NadD inh,-6,-3,-6,3,-1,1
PABP1 MLLE inh,36,9,-3,16,41*,167
MT1-MMP act inh,2,4,-2,0,5,-150
SKN-1 inh,-16,12,2,-6,13,-24
Rin1-Abl PPI inh,0,4,0,1,-1,-15
